PKA-R2B activ – activates the human PKA-R2B holoenzyme complex. 340,000 tested, 0.079% active. AID 504700. activation, % at 11.4 µM. PKA-R2B holoenzyme dissociation, Cy5-IP20 fluorescence polarization; R2B truncated from residue 108, S112A mutant; 0% DMSO only, 100% 113 µM cGMP. P22694+P31323;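 active = activation above a cutoff set at the mean over all compounds plus 3 SD, cut at about 18% in these data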;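 also: higher means more holoenzyme dissociation and a rise in polarization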
CAL PDZ FP-1 – CAL PDZ (human) peptide binding inhibition. Q9HD26. purified CAL PDZ, TMR-peptide fluorescence polarization, 1 h. inhibition, % at 24.9 µM. 300,000 tested, 0.92% active. AID 602252;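 active = mean inhibition of at least 30% with at least half of replicates also reaching 30%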;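 also: 0% = DMSO neutral control and 100% = excess unlabeled competitor peptide PRC23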
cardiac RTF act – cardiac RTF calcium sensitization. IANBD-labeled TnC RTF fluorescence at EC20 calcium; 0% EC20 calcium, 100% full calcium. activation, % at 7.2 µM. 340,000 tested, 0.24% active;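 active = activation above the mean over all tested compounds plus 3 SD, cut at about 30% in these data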;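 also: rise in fluorescence read as greater calcium sensitivity of cardiac thin filaments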
SR-BI DiI-HDL act – activators of SR-BI mediated HDL lipid uptake. CHO ldlA[mSR-BI] cells, DiI-HDL uptake fluorescence, 3 h; 100 = double the neutral-control signal. activation, % at 12.5 µM. 320,000 tested, 0.096% active;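 active = mean replicate activation of at least 60% and every replicate at or above 60%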;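 also: 0% = median plate neutral-control signal and 100% = twice that signal; values of inactives mirror those of a sister screen read the other way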
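Test system: SR-BI-overexpressing, LDLR-lacking CHO cells; Medium: Ham's F12 with 0.5% BSA, HEPES 25 mM, pH 7.4; Schedule: 3 h, 37 °C; Technique: bottom-read fluorescence, 550/595 nm.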
Keap1 Nrf2 FP – Keap1-Nrf2 (human) interaction inhibition; Q14145; Keap1 Kelch-Nrf2 peptide fluorescence polarization, 1536-well; inhibition, % at 9.4 µM; 340,000 tested, 0.15% active; AID 504523; in the data active = inhibition above about 12%;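 also: human Keap1 Kelch domain with fluorescein labeled Nrf2 9mer peptide probe; 0% = neutral control wells and 100% = peptide positive control; higher means more block of Keap1 binding to Nrf2 peptide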
DAGLB inhibitor – blocks human DAGLB lipase activity; Q8NCG7; HEK293T DAGLB membrane lysate, EnzChek fluorogenic substrate; inhibition, % at 5.17 µM; 340,000 tested, 0.059% active; AID 504411; in the data active = inhibition above about 34%;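 also: 0% = enzyme with vehicle and 100% = wells lacking enzyme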
Target sequence (Q8NCG7 whole entry, looked up): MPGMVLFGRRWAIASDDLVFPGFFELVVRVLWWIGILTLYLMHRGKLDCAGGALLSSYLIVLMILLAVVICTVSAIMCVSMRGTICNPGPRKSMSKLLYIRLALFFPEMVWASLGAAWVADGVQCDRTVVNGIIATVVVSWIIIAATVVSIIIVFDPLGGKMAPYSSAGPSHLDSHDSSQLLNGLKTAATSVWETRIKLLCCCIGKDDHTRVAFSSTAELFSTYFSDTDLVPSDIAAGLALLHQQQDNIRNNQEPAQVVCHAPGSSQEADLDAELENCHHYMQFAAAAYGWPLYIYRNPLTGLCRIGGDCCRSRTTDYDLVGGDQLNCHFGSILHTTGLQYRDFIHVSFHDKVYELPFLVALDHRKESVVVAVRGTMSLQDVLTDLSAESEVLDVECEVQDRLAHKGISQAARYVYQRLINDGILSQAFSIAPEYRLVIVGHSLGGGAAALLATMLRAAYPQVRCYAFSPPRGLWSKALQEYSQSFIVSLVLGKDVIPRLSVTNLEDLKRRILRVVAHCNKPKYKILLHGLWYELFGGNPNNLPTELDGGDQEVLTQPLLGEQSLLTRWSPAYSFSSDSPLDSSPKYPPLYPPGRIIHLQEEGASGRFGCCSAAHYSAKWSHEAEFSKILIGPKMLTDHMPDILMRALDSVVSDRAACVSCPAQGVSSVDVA
CAL PDZ FP-2 – inhibitors of human CAL PDZ peptide binding. AID 504414. purified CAL PDZ, TMR-peptide fluorescence polarization, 1 h. 330,000 tested, 0.02% active. inhibition, % at 20 µM. Q9HD26;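 active = highest replicate inhibition of at least 40%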;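 also: plate controls were DMSO neutral control wells for no effect and unlabeled competitor peptide control wells for full effect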
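Material: tagged CAL PDZ protein CerCALP, purified; buffer or medium: sodium phosphate/NaCl buffer pH 7.4 with TCEP, IgG, Thesit; also added: fluorescent TMR peptide probe; schedule: 1 h incubation at room temperature before polarization reading; technique: fluorescence polarization from S- and P-plane intensities, G-factor corrected; control set: unlabelled peptide and DMSO controls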
LANA DNA inh – inhibitors of KSHV LANA C-terminal domain DNA binding. inhibition, % at 9 µM. AID 504423. 340,000 tested, 0.078% active. MBP-C-LANA/FAM-LBS DNA binding, fluorescence polarization;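 active = highest replicate inhibition at or above 60% at 9 µM, even if other replicates fall short; inactive = all replicates below 60% inhibition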;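 also: 0% = neutral control wells and 100% = 4 µM acridine orange control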
Rtt109 Vps75 – blocks Candida albicans Rtt109/Vps75 acetyltransferase activity. Q5AAJ8. purified Rtt109/Vps75, ThioGlo CoA-SH fluorescence, 4 h. inhibition, % at 34.9 µM. 330,000 tested, 0.16% active. AID 540336;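 active = inhibition of at least 50% in every replicate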
Target sequence (Q5AAJ8 whole entry, looked up): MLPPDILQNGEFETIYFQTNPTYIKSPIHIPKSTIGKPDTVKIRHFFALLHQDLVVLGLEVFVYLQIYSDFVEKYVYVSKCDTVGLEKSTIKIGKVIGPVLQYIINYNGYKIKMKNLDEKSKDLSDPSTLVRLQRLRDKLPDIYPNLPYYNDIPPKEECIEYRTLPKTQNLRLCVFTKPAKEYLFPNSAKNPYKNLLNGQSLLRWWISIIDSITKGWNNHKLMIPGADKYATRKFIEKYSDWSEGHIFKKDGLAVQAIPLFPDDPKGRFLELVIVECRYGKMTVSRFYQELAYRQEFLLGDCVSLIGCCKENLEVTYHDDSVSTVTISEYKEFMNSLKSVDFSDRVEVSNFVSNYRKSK
Cardiac RTF inh – cardiac RTF calcium desensitization. 340,000 tested, 0.12% active. inhibition, % at 7.15 µM. P19429+P45379. IANBD-labeled cardiac RTF, Ca2+ fluorescence. AID 493244;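 active = inhibition above the mean inhibition of all tested compounds plus 3 SD, cut at about 17% in these data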;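 also: assay run at fixed EC70 calcium of 1.6 mM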
Numbers without * were called inactive; nt = not tested or not shown.

Each structure is followed by: PKA-R2B activ | Keap1 Nrf2 FP | LANA DNA inh | SR-BI DiI-HDL act | Cardiac RTF inh | CAL PDZ FP-2 | CAL PDZ FP-1 | Rtt109 Vps75 | DAGLB inhibitor | cardiac RTF act
[1] COc1cc(CNn2cn[nH]c2=S)cc(Cl)c1OCc1ccc(F)cc1
    -13 | -6 | -1.6 | -29 | -8 | -1.5 | 2 | 10 | -2 | -7
[2] COc1cc(OC)cc(-c2c(-c3cccs3)c3cc(-c4ccc(N(C)C)nc4)ccc3n2C)c1
    -7 | -5 | 3.6 | -62 | 7 | 0.9 | 1 | -4 | 1 | 8
[3] COc1ccc(S(=O)(=O)N2CCCC2CNC(=O)C(=O)NCc2cccs2)cc1 (stereo unspecified)
    1 | 1 | -0.9 | -1 | -6 | -1.8 | -1 | 9 | -2 | -1
[4] COc1ccccc1NC(=O)CSc1nc(=O)n(CCN(C)C)c2c1CCCC2
    -13 | -1 | -1.8 | -24 | -13 | -1.5 | nt | -6 | 3 | 2
[5] CC(C)CNc1nnnc2c1sc1nc(N3CCOCC3)c3c(c12)CCCC3
    7 | -5 | -2.5 | nt | -2 | -2.9 | -1 | -5 | -1 | -2
[6] O=c1[nH]n2c(C(F)(F)F)cc(C3CC3)nc2c1N=Nc1ccccc1
    -10 | -1 | 0.2 | 0 | -13 | -0.6 | 1 | 15 | 0 | 4
[7] CCn1c(SCC(=O)N/N=C/c2cc(OC)c(OC)c(OC)c2)nc2ccccc21
    -10 | -5 | 1.5 | -33 | -5 | -1.1 | -5 | 1 | -2 | 0
[8] CC1CCCC(C)N1CC(O)COC1CCC(C(C)(C)C)CC1 (stereo unspecified)
    4 | -2 | 2.1 | 38 | 0 | -1.0 | -2 | -10 | 1 | 3
[9] CC1=NN(C(=O)c2ccccc2Br)C(O)(c2cccnc2)C1 (stereo unspecified)
    8 | 0 | -1.1 | 14 | -9 | -1.0 | 0 | -6 | 0 | -11
[10] Cc1onc(-c2ccccc2)c1C(=O)NC(C)C1CCCO1 (stereo unspecified)
    8 | -5 | -1.1 | 0 | -7 | nt | 1 | 2 | 0 | 4
[11] O=C1c2ccccc2C(=O)c2c([N+](=O)[O-])ccc(O)c21
    0 | 0 | 0.7 | -29 | -4 | 1.2 | -2 | -10 | 0 | -4
[12] COCC(C)NC(=O)Cc1ccc(Cl)cc1 (stereo unspecified)
    -2 | -3 | 0.7 | 44 | -2 | -0.8 | -2 | -5 | -1 | 1
[13] Cn1cc(/C(Cc2ccccc2)=N\O)c2ccccc21
    -5 | -2 | -2.2 | -22 | -3 | -1.7 | -10 | -8 | 0 | -4
[14] N#Cc1cccc(NC(=O)c2ccc(S(=O)(=O)N3CCOCC3)cc2)c1
    -12 | -5 | -1.4 | 5 | -3 | -0.2 | 5 | 2 | -1 | -1
[15] CC(=O)N1[C@H](C)C=C[C@]1(Cc1ccccc1)C(=O)O
    11 | -1 | 4.6 | 26 | -2 | -1.9 | 1 | -3 | -3 | 1
[16] O=C(/C=C/c1ccccc1)c1ccccc1O
    -9 | -4 | 1.5 | 12 | 4 | -0.1 | -3 | 0 | -2 | 8
[17] Cc1cc(C(F)F)n2ncc(C(=O)NCCc3ccccc3Cl)c2n1
    -16 | -7 | -0.8 | -8 | 0 | nt | 10 | 7 | -12 | 2
[18] Cc1ccc(S(=O)(=O)N2[C@@H](c3ccc(Cl)cc3)C(C(=O)O)=CC[C@H]2c2cccs2)cc1
    -11 | -4 | -0.4 | 29 | 5 | -1.8 | -2 | -9 | 6 | -3
[19] COc1ccc(CN(C(=O)c2snc(C(N)=O)c2N)C(C(=O)NC2CCCC2)c2cc(OC)ccc2OC)cc1 (stereo unspecified)
    -5 | -2 | 0.1 | nt | 3 | -0.9 | nt | 13 | 3 | -9
[20] CC(C)(C)C(=O)c1sc(Nc2ccccc2)nc1N
    -4 | 0 | 0.3 | -33 | 8 | -0.4 | -1 | 21 | 4 | 0
[21] CC(Sc1ccccc1)C(=O)N(CCC#N)Cc1cccnc1 (stereo unspecified)
    -13 | 1 | -1.3 | 6 | -1 | -1.7 | -1 | -9 | 0 | 3
[22] Nc1nonc1-n1nnc(C(=O)N/N=C/c2ccc(O)cc2)c1CN1CCCCCC1
    14 | 5 | 1.5 | nt | -5 | -0.1 | 0 | -3 | 0 | 0
[23] CCOc1ccc(C(=O)OCC(=O)NCCCc2ccccc2)cc1
    -8 | 1 | 1.3 | -10 | -1 | -1.4 | -2 | 0 | -15 | -6
[24] COc1ccc(NC(=O)CN2CCc3ccccc3C2)c(OC)c1
    3 | -5 | -2.7 | -23 | 6 | -0.5 | -4 | -17 | -3 | 0
[25] Cc1ccc(S(=O)(=O)NCCCCCC(=O)Nc2c(C)n(C)n(-c3ccccc3)c2=O)cc1
    4 | 1 | 2.2 | 11 | -1 | -0.6 | nt | 2 | 0 | -2
[26] CC(=O)c1sc(NC(=O)CCN2C(=O)C3CC=CCC3C2=O)nc1-c1ccccc1 (stereo unspecified)
    10 | -2 | -0.9 | -18 | -5 | -1.5 | 5 | -7 | 2 | -6
[27] O=C(Cc1ccccc1Cl)NCCCn1ccnc1
    1 | -2 | -3.8 | 4 | -8 | -0.2 | -6 | 9 | -1 | 1
[28] C[C@]12C(=O)N(c3ccc(F)cc3)C(=O)N1[C@H]1c3ccccc3OC[C@@H]1[C@H]2c1ccccc1
    3 | -6 | -0.3 | -51 | -16 | 0.1 | 3 | 5 | -14 | -1
[29] COc1ccc(CNC(=O)c2cnccn2)cc1
    5 | 1 | 1.8 | 18 | -6 | -2.0 | 0 | 6 | 0 | -3
[30] O=C1CSC(=Nc2cc(Cl)ccc2Cl)N1
    -5 | -1 | 2.7 | 10 | -2 | -2.9 | nt | -4 | 0 | 4
[31] COc1cccc(CNC(=S)Nc2ccc(Cl)cc2C)c1
    0 | -5 | 1.3 | -33 | -14 | 0.4 | -4 | -6 | -1 | 8
[32] CC(=O)Nc1cccc(C(=O)N/N=C/c2ccc(C)o2)c1
    11 | 3 | -0.3 | -2 | 6 | -1.4 | -3 | 11 | 0 | -1
[33] COc1ccc(C(=O)Nc2ccc(S(=O)(=O)Nc3nccc(C)n3)cc2)cc1[N+](=O)[O-]
    2 | 1 | -0.7 | -11 | -9 | -0.3 | 0 | 0 | 2 | 4
[34] COc1cc2cc(CN(CCc3ccccc3C)C(=S)NCCCN3CCOCC3)c(=O)[nH]c2cc1OC
    -2 | 1 | -2.8 | 23 | -20 | -3.0 | -2 | 13 | 1 | 1
[35] CC(=O)Nc1ccc(S(=O)(=O)NNC2=NS(=O)(=O)c3ccccc32)cc1
    -17 | -2 | -0.2 | 1 | 10 | -0.8 | -2 | 22 | -1 | -3
[36] Cc1ccc(OC(F)F)c(NC(=O)Nc2ccc3c(c2)OCO3)c1
    -18 | 3 | -0.5 | -26 | 3 | -2.6 | 1 | -5 | -4 | 0
[37] N#Cc1ccccc1S(=O)(=O)N1CCN(C(=O)c2ccc(-n3cncn3)c([N+](=O)[O-])c2)CC1
    -4 | 4 | 0.6 | 2 | 7 | 0.6 | 3 | 3 | 1 | -6
[38] CCCCn1c(N)c(NCCC)c(=O)[nH]c1=O
    -7 | -3 | 3.6 | 27 | -7 | 0.0 | -3 | 5 | -1 | 1
[39] COc1ccc2cc(C3=CC(=O)CCC3)ccc2c1
    -9 | 1 | 1.1 | -23 | 3 | -1.3 | 0 | -8 | -1 | 1
[40] COc1ccc2[nH]c(=O)c(CNc3ccc(C)c(C)c3)cc2c1
    -1 | 0 | -0.1 | nt | -11 | -0.4 | -3 | -21 | 0 | 15
[41] Oc1ccccc1C1CCCCC1c1ccccc1 (stereo unspecified)
    -8 | -1 | -5.0 | -1 | -4 | 0.9 | -4 | 1 | -7 | -3
[42] O=C(COC(=O)COc1ccc(Cl)cc1)NC1CCCCC1
    -12 | 1 | 0.7 | -4 | -6 | -0.9 | 2 | -5 | -3 | -5
[43] CC(=O)c1sc(NC(=O)COc2ccc(Cl)cc2C)nc1C
    3 | 1 | -0.6 | nt | -3 | -2.8 | 5 | -2 | -1 | -6
[44] CC(C)C(c1nnnn1C1CCCC1)N1CCN(c2ccccc2F)CC1 (stereo unspecified)
    -3 | -4 | -0.3 | 8 | -2 | -1.8 | -5 | -3 | 0 | -5
[45] COc1ccc(OCc2nc(N)nc(Nc3ccccc3OC)n2)cc1
    -8 | -7 | 3.4 | 2 | -10 | -0.6 | -3 | 3 | -3 | 7
[46] COc1ccc(NC(=S)NCc2ccco2)cc1
    -4 | -4 | -1.0 | 24 | -10 | -1.7 | -2 | -1 | 1 | 3
[47] COc1ccc(NC(=O)CCS(=O)(=O)c2ccc3c(c2)NC(=O)C(C)S3)cc1OC (stereo unspecified)
    -5 | -1 | -1.1 | 22 | -7 | -1.7 | -4 | 3 | -4 | 1
[48] COc1ccc(-c2[nH]ncc2CN2CCC(C(=O)c3ccc(F)cc3)CC2)cc1
    0 | 0 | -0.7 | -7 | 6 | -0.6 | -5 | 4 | -3 | 10
[49] CCOc1ncccc1C(=O)Nc1ccccc1F
    5 | 6 | -1.0 | 11 | 2 | -2.5 | -2 | 3 | -2 | -4
[50] COc1ccc(-c2nc3ccc(C)cn3c2NCc2ccc3c(c2)OCO3)cc1
    8 | 5 | 0.0 | 11 | 0 | -2.0 | -4 | -5 | 0 | -6
[51] CCOc1cccc2cc(C(=O)NCc3ccc(OC)cc3)c(=N)oc12
    1 | -5 | 0.4 | 12 | -12 | 0.1 | -4 | -3 | -2 | -2
[52] CCc1nc2ccccc2n1Cc1ccccc1OC
    3 | -3 | 0.0 | 3 | -4 | 0.5 | nt | 7 | -1 | -3
[53] O=C(OCc1cncs1)c1ccccc1Cl
    6 | -1 | -1.1 | -5 | -2 | -0.9 | nt | -5 | 1 | 2
[54] CCOc1cc(N2CCOCC2)c(OCC)cc1NC(=O)C(NC(=O)c1ccco1)C(C)C (stereo unspecified)
    -12 | -6 | 1.4 | -7 | -10 | 0.2 | -2 | 9 | -2 | -2
[55] COc1ccc(S(=O)(=O)CCC(=O)NCCc2ccc(S(N)(=O)=O)cc2)cc1
    -10 | -5 | -0.7 | 28 | 0 | -0.6 | nt | 8 | 3 | -5
[56] CCN(Cc1ccccc1)C(=O)c1ccc(SC)cc1OC
    -7 | 2 | 0.7 | -1 | -7 | -1.9 | -2 | -14 | 0 | 0
[57] O=C(CSCc1ccc([N+](=O)[O-])cc1)Nc1cccc(C(=O)Nc2ccccc2C(=O)O)c1
    4 | 4 | -0.7 | -4 | 6 | -2.8 | -5 | 4 | 7 | -1

From PubChem BioAssay
